Source: PubChem (several laboratories)
HIF activator: HIF pathway transcriptional activation; AID 1910; U2OS HRE-luciferase reporter, luminescence; normalized: DMSO 0%, desferrioxamine 100%; activation, % at 7.5 µM (by protocol); 300,000 tested, 0.32% active;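 active means mean activation of at least 10% of the iron chelator positive control signal, with at least half of replicates also reaching 10%; inconclusive means mean and replicate majority disagree about reaching 10%; inactive means mean and most replicates under 10%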
aSyn UTR inh: MLPCN primary screen, SNCA 5' untranslated region. 300,000 tested, 0.82% active. alpha-synuclein 5'UTR reporter, inhibitor activity. AID 1813. inhibition, % (tested at 7.5 µM); in the data active means inhibition above about 60%; inconclusive means no clear call, values can overlap the other calls;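 further: H4 neuroglioblastoma cells stably carrying SNCA 5'UTR luciferase fusion; 0% = DMSO wells and 100% = positive control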
HSP90 refold inh: inhibitors of HSP90 luciferase refolding in rabbit reticulocyte lysate | luciferase refolding luminescence, 3 h | inhibition, % at 5.6 µM | 290,000 tested, 0.91% active;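 active means inhibition above the screen-wide mean plus 3 SD, computed separately per campaign, cut at about 16% in these data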;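 further: 0% = DMSO wells and 100% = 60 µM geldanamycin wells; inhibitors lower the luminescence because luciferase stays unfolded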
HSF1 inhib: HSF1 inhibition. NIH3T3-HGL HSE-luciferase, MG132-induced, luminescence 8 h; hits give low values. activity change, negative = inhibition, % at 7.5 µM (by protocol). 300,000 tested, 0.77% active. AID 2098;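 active means more than half of replicate wells show activity change below -50%, luminescence cut by over half; inconclusive means some wells, but at most half, below -50%; inactive means no replicate well below -50%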;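 further: luciferase reports HSF-1 transcriptional activity via heat shock element; 0% = median of DMSO wells and -100% = zero luminescence signal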
Platelet DG rel: modulates dense granule release in human platelets. human platelet-rich plasma, SFLLRN dense granule ATP release, luminescence. inhibition, %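 (compounds screened at 7.5 µM in platelet-rich plasma)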. 300,000 tested, 0.22% active;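 active means mean replicate score, as percent of positive control, at or above 50; inconclusive means mean below 50 but at least one replicate at or above 50; inactive means mean and every replicate below 50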
HDAC3 inh: blocks human histone deacetylase 3; O15379; recombinant HDAC3, fluorogenic peptide/trypsin coupled, fluorescence; inhibition, % at 8.3 µM; 320,000 tested, 0.15% active; in the data active means inhibition above about 26%, passing the limit was not always enough; inconclusive means no clear call, values can overlap the other calls
Target sequence (O15379 whole entry, looked up): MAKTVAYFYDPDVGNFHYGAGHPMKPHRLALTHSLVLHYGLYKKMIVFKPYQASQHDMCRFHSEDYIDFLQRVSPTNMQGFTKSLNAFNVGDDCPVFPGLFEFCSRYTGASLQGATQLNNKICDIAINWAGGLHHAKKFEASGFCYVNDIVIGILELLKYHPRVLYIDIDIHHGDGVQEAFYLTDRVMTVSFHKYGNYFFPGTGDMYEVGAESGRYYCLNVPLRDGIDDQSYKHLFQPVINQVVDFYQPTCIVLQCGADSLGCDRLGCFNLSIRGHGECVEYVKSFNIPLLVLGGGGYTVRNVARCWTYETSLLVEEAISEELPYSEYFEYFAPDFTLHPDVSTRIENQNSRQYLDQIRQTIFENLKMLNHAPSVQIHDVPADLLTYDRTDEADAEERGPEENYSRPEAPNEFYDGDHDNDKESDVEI
KLF5 inhibitor: suppresses KLF5 promoter-driven expression | inhibition, % at 5 µM | 290,000 tested, 0.23% active | DLD-1 KLF5 promoter-luciferase reporter, luminescence;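 active means inhibition above a per-plate limit of that plate's mean compound inhibition plus 3 SD, cut at about 60% in these data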;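 further: 0% = DMSO wells and 100% = LY294002 at 200 µM; higher means less KLF5 promoter-driven luciferase light; inactives centre near -14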
IEC-6 tox: IEC-6 cytotoxicity, counter-screen for KLF5 inhibitors. luminescence viability. AID 1825. 290,000 tested, 0.78% active. inhibition, % at 5 µM; in the data active means inhibition above about 22%;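 further: 0% = plate median of test compound wells and 100% = cytotoxic reference compound wells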
AI-2 QS modul: modulators of Vibrio harveyi AI-2 quorum sensing system; Vibrio harveyi JMH597 AI-2 luminescence/OD600 ratio, 9 h; hits give low values; strain lacks LuxN and CqsS sensors; 0 = neutral-control median; activity change, % at 7.5 µM; 300,000 tested, 0.4% active; AID 2094; in the data active means activity change below about -75%, passing the limit was not always enough; inconclusive means no clear call, values can overlap the other calls;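 further: luminescence divided by OD600 gain over 9 h not by final OD600 alone; inactives centre near 13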
HSF-1 act: increases HSF-1 driven luciferase reporter signal; 300,000 tested, 1.7% active; activation, % at 9 µM; NIH3T3-HGL HSF-1 luciferase reporter, MG132, 8 h; 100% = twice DMSO control signal;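 active means mean replicate activation of at least 50% with a set share of replicates each reaching 50%; inconclusive means only one of those two conditions met; inactive means mean below 50% and too few replicates reaching it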;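 further: 0% = median of the neutral control wells and 100% = twice that signal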
Active calls of the source: *; u = inconclusive; x = not tested or not shown. Compounds as they come; overall some 5% were active at least once.

SMILES	HIF activator	aSyn UTR inh	HSP90 refold inh	HSF1 inhib	Platelet DG rel	HDAC3 inh	KLF5 inhibitor	IEC-6 tox	AI-2 QS modul	HSF-1 act
O=C1NC(c2ccccc2)=CC(c2ccccc2)N1 (centres undefined)	-0.1	14	0	2	3	0	5	2	16	6
CCOc1ncccc1C(=O)OCC(=O)Nc1ccc(S(=O)(=O)N2CCOCC2)cc1	-0.5	-3	1	3	-8	3	-14	5	1	9
Cc1ccc(C(=O)N/C(=C/c2cccc([N+](=O)[O-])c2)C(=O)NC(C)C)cc1	0.1	17	-1	-6	1	6	-24	-1	16	-4
CCOC(=O)NC(=O)COC(=O)CCCSc1nc2ccccc2s1	-1.3	30	10	-10	9	-3	-14	0	39	-15
CCOC(=O)c1c(C)[nH]c(C)c1S(=O)(=O)N(C)CC(=O)Nc1ccc(C)cn1	-0.5	-18	-3	0	-10	-2	-24	3	9	16
COC(=O)C1C(O)=C(C(C)=N)C(=O)CC1(C)C (centres undefined)	-0.7	27	-1	-11	3	1	7	0	16	-22
Cn1nc([N+](=O)[O-])nc1N1CCN(c2ccc(F)cc2)CC1	-0.7	24	2	-10	0	2	-9	-3	-1	-1
Cc1ccc2nsnc2c1S(=O)(=O)NCCc1c(C)[nH]c2ccc(F)cc12	-0.4	-4	4	-1	-8	5	1	1	17	5
O=C(Oc1cccc(NC(=O)c2ccccc2Cl)c1)c1ccc([N+](=O)[O-])cc1	1.0	-56	0	4	12	5	-35	-1	1	3
N#CC1=C(N)c2ccccc2CC12CCCCC2	0.2	6	-1	-3	-1	2	11	4	-6	9
O=C(N=C1SC2CS(=O)(=O)CC2N1c1c(Cl)cccc1Cl)C1CC1 (centres undefined)	0.0	-4	-2	2	5	2	-14	1	18	5
CC(C)Cn1c(=O)c(C(=O)Nc2cnccn2)c(O)c2ccccc21	-0.6	-3	1	2	1	1	-2	-1	31	5
O=C(O)/C=C\c1ccccc1Oc1cccc(Cl)c1	-0.7	24	0	-9	-7	-4	-25	-6	26	-1
O=C(NCCc1ccccc1)Oc1ccc(Cl)cc1	3.2	-107	0	27	4	-4	-61	4	6	47
COc1cc(C(=O)Nc2ccc(S(=O)(=O)NC(C)(C)C)cc2)cc(OC)c1OC	-0.7	36	0	-2	-4	x	-45	3	12	21
O=c1c2ccccc2[nH]c(=S)n1CCCN1CCN(c2ccccc2F)CC1	-0.8	25	2	-4	-1	10	7	16	15	5
N#Cc1ccsc1NC(=O)COc1ccc(-c2nnco2)cc1	1.8	-96	-2	1	4	5	-38	-9	3	-16
CC(C)c1nnc(SCC(=O)NCc2ccco2)n1C	-0.4	9	4	-5	-6	u	-15	4	-2	2
COC(=O)c1sc(NC(=O)CSc2nnnn2C)nc1C	1.0	-73	2	10	-2	4	-145	-4	18	28
O=C(CCC1CCCC1)NCCCNC(=O)CCC1CCCC1	0.1	4	0	-4	-11	-3	-16	7	10	-9

Record cards, as listed above. Values in the order: HIF activator | aSyn UTR inh | HSP90 refold inh | HSF1 inhib | Platelet DG rel | HDAC3 inh | KLF5 inhibitor | IEC-6 tox | AI-2 QS modul | HSF-1 act
CC(C)c1nnc(SCC(=O)NCc2ccco2)n1C is listed with -0.4 | 9 | 4 | -5 | -6 | u | -15 | 4 | -2 | 2
O=C(N=C1SC2CS(=O)(=O)CC2N1c1c(Cl)cccc1Cl)C1CC1 (centres undefined) is listed with 0.0 | -4 | -2 | 2 | 5 | 2 | -14 | 1 | 18 | 5
Cc1ccc2nsnc2c1S(=O)(=O)NCCc1c(C)[nH]c2ccc(F)cc12 is listed with -0.4 | -4 | 4 | -1 | -8 | 5 | 1 | 1 | 17 | 5

Other records.
SMILES	HIF activator	aSyn UTR inh	HSP90 refold inh	HSF1 inhib	Platelet DG rel	HDAC3 inh	KLF5 inhibitor	IEC-6 tox	AI-2 QS modul	HSF-1 act
COc1ccc(/C=N/Nc2nonc2N)cc1	0.0	7	-3	14	-22	-4	-44	0	1	6
O=C(c1ccc(-c2ccccc2)cc1)C1CCCN(Cc2ccncc2)C1 (centres undefined)	0.0	4	1	-1	3	9	7	6	5	20
Cc1cccc(NC(=S)N=Nc2c(O)n(C)c3ccc(S(=O)(=O)N4CCOCC4)cc23)c1	-0.3	83*	-2	-10	-3	-2	-6	-3	35	-7
COc1ccc(OCC(=O)Nc2ccccc2N2CCCCC2)cc1	2.0	21	-3	-1	0	13	56	70*	26	-9
CCCCn1c(N)c(N(CCOC)C(=O)c2cc(S(=O)(=O)N3CCCCC3)ccc2Cl)c(=O)[nH]c1=O	-0.5	8	0	-14	-2	2	1	3	4	-26
O=C(NCc1ccco1)C(=O)NCC1OCCN1S(=O)(=O)c1cc(F)ccc1F (centres undefined)	0.0	-5	-3	-4	4	x	-5	2	22	-13
O=C(NNC(=O)c1cc(-c2ccco2)nc2ccccc12)c1ccccc1	-0.4	-17	1	3	2	-8	1	-6	13	4
Cc1nn(C(C)(C)C)c(OC(=O)C2CCCC2)c1S(=O)(=O)c1ccccc1	-0.9	-44	2	-10	3	x	2	6	17	-2
Cn1cc(CNCc2cn(C)nc2-c2ccc(C3CCCCC3)cc2)cn1	-1.2	-24	1	8	-1	1	-13	1	6	6
CC(C)c1ccc(C(CC(=O)c2ccc(Cl)cc2)C(=O)O)cc1 (centres undefined)	0.9	-9	1	-1	1	7	18	0	23	-3
Cc1ccc(C)c(N2CCN(C(=O)Nc3ccc4c(c3)N(C)C(=O)CS4)CC2)c1	-0.5	6	-1	15	3	-6	15	10	45	16
CCOc1ccccc1OCC(=O)NN1Cc2ccccc2C1=N	-35	12	3	-5	-1	5	-23	12	13	10
COc1ccc(-c2nsc3c(N4CCN(C(=O)c5ccco5)CC4)ncnc23)cc1	1.2	-64	-1	0	-7	4	-15	3	24	20
Cc1ccccc1-n1c(SCc2cc(=O)n3ccccc3n2)nc2[nH]ncc2c1=O	-0.4	10	1	0	40	5	-2	3	34	-1
Cc1cccc(NC(=O)NCC(c2ccco2)N2CCCCC2)c1 (centres undefined)	1.9	-12	0	-2	-7	-2	-25	0	16	-4
CC1CCN(S(=O)(=O)c2csc(C(=O)Nc3ccccc3)c2)CC1	0.0	20	4	-5	0	8	-17	0	9	9
COc1ccc(-c2ccc(OC)c([C@H]3[C@@H]4C=CCC[C@@]4(C)C(=O)N3Cc3ccccc3)c2)cc1OC	-0.7	34	x	7	1	-7	x	x	-9	0
Cc1[nH]n(-c2cccc3ccccc23)c(=O)c1/C=N/c1sc2c(c1C#N)CCC2	-0.5	4	6	-3	-2	9	-9	-1	32	22
CC(C)c1ccc(N(C(=O)c2ccc3c(c2)OCO3)C2C=CS(=O)(=O)C2)cc1 (centres undefined)	x	-2	-2	-1	-1	u	4	-9	28	3
Cc1occc1C(=O)NNC(=O)Nc1ccc([N+](=O)[O-])cc1	-0.2	-14	-3	4	10	-2	-2	-1	-39	1
Brc1ccc(C2=Nn3c(nnc3-c3cccnc3)SC2)s1	-0.1	6	-2	-7	2	3	-6	2	10	-3
Cc1ccc(S(=O)(=O)N(C)C)cc1NC(=O)COC(=O)/C=C/c1cccs1	0.8	-2	x	-2	0	u	x	x	13	-11
Cn1c(=O)oc2cc(S(=O)(=O)CCC(=O)Nc3ccccc3)ccc21	2.3	-64	-6	2	1	-3	-23	-4	36	21
Cc1ccccc1NS(=O)(=O)c1nnc(NC(=O)c2ccc(Cl)cc2)s1	0.3	14	-3	-3	-25	-3	-37	-7	19	2
C=CC[N+](C)(C)C/C(Cl)=C(\Cl)c1ccccc1	-0.6	1	10	-1	1	0	-19	4	19	13
C(=C\c1ccccc1)/CN1CCN(Cc2nc(Cc3ccccc3)no2)CC1	-0.4	-13	-1	-7	-2	1	-25	1	-5	5
CCOC(=O)C(C(=O)OCC)c1c([N+](=O)[O-])c(=O)n2c3c(cccc13)CCC2	-7.6	0	-5	-1	-8	-1	-25	6	18	-10
CC(=O)Nc1ccc(SCC(=O)OCC(=O)NC(=O)NCc2ccco2)cc1	-0.4	23	2	0	3	3	-6	-2	24	-6
COCCCNC(=S)N/N=C/c1cccc(OC)c1O	x	x	-2	x	x	16	40	60*	12	x
C=CCSC(=C(C#N)C#N)c1cc2c([nH]1)CCCC2	1.5	-41	0	19	1	11	-20	-2	-9	43
CCC(C)NC(=O)Cc1cn(C)c2ccccc12 (centres undefined)	-0.1	-12	1	-4	-3	-2	-14	0	8	1
Cc1ncc([N+](=O)[O-])n1Cc1ccc(Br)cc1	0.3	7	1	-7	4	-3	2	2	8	5
CCc1nn2c(=O)c(S(=O)(=O)Nc3ccccc3)c(C)nc2s1	-4.1	-4	-1	-6	-4	-3	-3	-4	24	-5
S=C1NCCc2ccc(Cl)cc2C1c1ccccc1 (centres undefined)	x	x	2	x	x	7	6	3	x	x
Cc1ccc2c(cnn2C(=O)CCCC(=O)NCc2ccc(F)cc2)c1	0.1	-21	-12	-7	0	6	-31	-1	22	-8
C[C@]12CCC(=O)C=C1CC[C@@H]1[C@@H]2CC[C@@]2(C)[C@H]1CC[C@@]21CCC(=O)O1	0.7	-9	5	-2	7	-2	2	8	3	14
CCC(=O)Nc1ccc(C(=O)NNC(=O)c2ccccc2)cc1	1.1	13	0	-4	-3	-1	-14	-3	23	-5
Cc1nc2ccccc2n1S(=O)(=O)c1ccc(Br)cc1	-0.1	-2	-4	-1	-10	4	22	1	20	-19
CC(=O)c1ccc(C(=O)N2CCCC(CO)(Cc3ccccc3C)C2)s1 (centres undefined)	-3.1	20	-3	-8	1	x	-23	-4	21	-4

7 entries already listed, arranged by their value in HSP90 refold inh, low to high.
SMILES | HSP90 refold inh
CCOC(=O)C(C(=O)OCC)c1c([N+](=O)[O-])c(=O)n2c3c(cccc13)CCC2 | -5
Cc1nc2ccccc2n1S(=O)(=O)c1ccc(Br)cc1 | -4
CC(=O)c1ccc(C(=O)N2CCCC(CO)(Cc3ccccc3C)C2)s1 (centres undefined) | -3
COCCCNC(=S)N/N=C/c1cccc(OC)c1O | -2
CCC(C)NC(=O)Cc1cn(C)c2ccccc12 (centres undefined) | 1
CC(=O)Nc1ccc(SCC(=O)OCC(=O)NC(=O)NCc2ccco2)cc1 | 2
C[C@]12CCC(=O)C=C1CC[C@@H]1[C@@H]2CC[C@@]2(C)[C@H]1CC[C@@]21CCC(=O)O1 | 5
